From PubChem
KAT2A inh – blocks human GCN5L2 histone acetyltransferase | Potency, µM (highest dose often 58.9 µM), for the others: at the highest dose activity change, negative = inhibition, hits mostly inhibitors | actives 0.21% (n = 390,000) | Q92830 | GCN5L2 HAT assay, ThioGlo1 CoA-SH fluorescence
Target sequence (Q92830 whole entry, looked up): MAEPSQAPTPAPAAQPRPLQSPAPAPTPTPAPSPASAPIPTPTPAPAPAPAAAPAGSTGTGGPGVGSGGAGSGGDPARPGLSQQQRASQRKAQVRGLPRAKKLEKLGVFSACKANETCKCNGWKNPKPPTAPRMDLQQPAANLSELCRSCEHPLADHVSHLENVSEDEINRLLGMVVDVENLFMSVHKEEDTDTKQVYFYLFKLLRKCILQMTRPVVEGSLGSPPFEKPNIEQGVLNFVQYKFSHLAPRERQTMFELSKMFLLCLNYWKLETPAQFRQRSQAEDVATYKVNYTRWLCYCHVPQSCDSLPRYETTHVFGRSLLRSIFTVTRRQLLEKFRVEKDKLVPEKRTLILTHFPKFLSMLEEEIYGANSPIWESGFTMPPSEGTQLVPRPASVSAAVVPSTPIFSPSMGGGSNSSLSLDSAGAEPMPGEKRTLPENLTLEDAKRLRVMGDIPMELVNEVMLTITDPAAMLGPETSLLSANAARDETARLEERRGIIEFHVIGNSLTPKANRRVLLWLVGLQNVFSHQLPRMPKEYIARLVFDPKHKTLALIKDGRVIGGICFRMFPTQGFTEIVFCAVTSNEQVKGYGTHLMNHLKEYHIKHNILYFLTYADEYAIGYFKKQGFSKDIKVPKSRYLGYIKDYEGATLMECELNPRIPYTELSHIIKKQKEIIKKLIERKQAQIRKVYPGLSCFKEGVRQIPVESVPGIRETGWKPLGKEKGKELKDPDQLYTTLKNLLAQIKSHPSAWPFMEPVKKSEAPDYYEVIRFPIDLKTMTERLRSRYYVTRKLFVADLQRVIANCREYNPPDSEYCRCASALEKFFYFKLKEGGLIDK
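Preincubate 20nM GCN5L2 with compound 15 min, RT → add 50uM ThioGlo1 + 75uM H3(1-25) + 70uM acetyl-CoA → read fluorescence 0 and 20 min. Primary qHTS; fluorescent artifacts likely.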
N370S GC – inhibits or activates N370S mutant glucocerebrosidase | actives 0.092% (n = 330,000) | N370S GC spleen homogenate, 4MU-glucoside fluorescence | AID 2101 | Potency, µM (doses to about 59.4 µM), without a hit: at the top dose activity change, negative = inhibition, most hits filed as inhibitors | P04062;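 note: 0% = full enzyme activity and -100% = no enzyme basal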
FEN1 inh – inhibitors of human flap endonuclease 1. P39748. Recombinant FEN1 flap cleavage, fluorescence, 15 min. Potency, µM (titrated, usually from 114 µM), without a hit: at the top dose activity change, negative = inhibition, hits mostly inhibitors. actives 0.35% (n = 390,000). AID 588795; note: nearly all actives have a fitted effect of over 65% in size
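FEN1 at 10 nM, compound pretreatment for 15 min (room temperature), 50 nM final substrate to initiate; endpoint reads at 0 and 15 min; DMSO-only plates used as vehicle background.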
An asterisk follows results filed as active; ? = inconclusive; nt = not tested or not shown; & = joins results of further samples. Calls come from the whole dose curve; as a rule, active = well fitted curve in the direction sought with a large enough effect; inconclusive = small, poorly fitted or top-dose-only effect, or another doubt; inactive = no such curve, though single readings can be large; an effect the other way counts as inactive or inconclusive. Unless noted, % is set by controls: 0 for no effect and ±100 for the full control effect; potency is the fitted concentration of half-maximal effect.

KAT2A inh,mol,N370S GC,FEN1 inh
-3%,CCOCCOC(=O)c1[nH]c2c(c1C)C(=O)CC(c1cccs1)C2 (centres undefined),24%,0%
-1%,Cc1ccc(N(CC(=O)N(C)Cc2ccccc2)S(C)(=O)=O)cc1C,6%,-12%
-3%,Cc1cnnn1-c1ccc([N+](=O)[O-])cc1,-6%,17%
-1%,O=C1CC(SC2=NCCS2)C(=O)N1c1ccc(Br)cc1 (centres undefined),2%,-3%
-2%,CCN(CC)S(=O)(=O)c1cc(Br)ccc1OC,8%,2%
-5%,COCCNC(C)C(=O)C12CC3CC(CC(C3)C1)C2 (centres undefined),-1%,0%
-3%,CC(Sc1nncn1C)C(=O)Nc1ccc(Cl)cn1 (centres undefined),5%,-3%
-2%,CCNC(=O)c1c(O)c2c([nH]c1=O)CCCC2,-6%,0%
-2%,Cc1ccc2c(c1)C(=O)N(CCCCO)C2=O,-13%,-3%
25%,Cc1nn(-c2ccccc2)nc1C(=O)Nc1ccc2[nH]ncc2c1,3%,7%
-11%,C/C(=N/NC(=O)C1CCCN1C(=O)c1ccc([N+](=O)[O-])cc1)c1ccc(Br)cc1 (centres undefined),-3%,3%
1%,Cc1ccc(S(=O)(=O)NCCCn2ccnc2)cc1C(=O)NC(C)C,0%,9%
-13%,COc1cc(C=C(c2nc3ccccc3s2)c2nc3ccccc3s2)ccc1O,-5%,-20%
-7%&-16%,CCCn1c(=O)c2c(ncn2C)n(CCC)c1=O,2%&4%&1%,17%
4%,Cn1c(=O)c2c(nc(Sc3n[nH]c(N)n3)n2Cc2ccccc2Cl)n(C)c1=O,-3%,4%
-4%,O=S(=O)(Nc1ccccc1)c1ccc(-c2cnc(C3CC3)o2)cc1,-3%,-1%
-8%&-7%,Cc1noc(/C=C/N(C)C)c1S(=O)(=O)N1CCCC(C(=O)Nc2ccc(F)cc2F)C1 (centres undefined),-2%,10%&-19%
1%,COc1ccccc1/C=C1\SC(=S)N(CCC(=O)Nc2nnc(C)s2)C1=O,-8%,2%
-9%,COC(=O)CCCC(=O)N1CCC(CO)(CCc2ccccc2)CC1,-6%,15%
-4%,O=C(NCc1ccccc1Cl)C(=O)NCC(c1ccc2c(c1)OCO2)N1CCOCC1 (centres undefined),nt,0%
-5%,Cc1ccc(S(=O)(=O)Nc2ccccc2C(=O)Nc2ccc(S(=O)(=O)Nc3nccc(C)n3)cc2)cc1,7%,11%
-5%,O=C(Cc1ccc(F)cc1)Nc1ccc(S(=O)(=O)N2CCCCC2)cc1,18%,-22%
1%,CCOC(=O)c1sc2nc(C)nc(NCCc3ccccn3)c2c1C,3%,4%
-2%,CC(C)=CCC[C@](C)(O)C1CC[C@]2(C)C1[C@H](O)CC1[C@@]3(C)CC[C@H](O[C@@H]4O[C@H](CO)[C@@H](O)[C@H](O)[C@H]4O[C@@H]4O[C@H](CO)[C@@H](O)[C@H](O)[C@H]4O)C(C)(C)C3CC[C@]12C (some centres undefined),nt,10%
0%,S=C(Nc1ccc(Cl)cc1)NN1CCOCC1,-5%,-9%
-2%,CCOC(=O)CSc1ncnc2c(C(=O)OCC)c3n(c12)CCC3,16%,0%
-9%,Cn1ncc2c(Nc3cccc(C(=O)O)c3)ncnc21,6%,-10%
-3%,CCCNC(=O)C(Cc1cccc(C#N)c1)NC(=O)c1cccc([N+](=O)[O-])c1 (centres undefined),nt,15%
-4%,COc1ccc(/C=C/C(=O)NCCc2c[nH]c3ccccc23)cc1OC,-20%,12%
-6%,COc1ccccc1-c1noc(CCC(=O)Nc2cccc(C(F)(F)F)c2)n1,?,-21%

Six records picked at random from those above, as already listed:
KAT2A inh,mol,N370S GC,FEN1 inh
-4%,COc1ccc(/C=C/C(=O)NCCc2c[nH]c3ccccc23)cc1OC,-20%,12%
-9%,COC(=O)CCCC(=O)N1CCC(CO)(CCc2ccccc2)CC1,-6%,15%
-6%,COc1ccccc1-c1noc(CCC(=O)Nc2cccc(C(F)(F)F)c2)n1,?,-21%
4%,Cn1c(=O)c2c(nc(Sc3n[nH]c(N)n3)n2Cc2ccccc2Cl)n(C)c1=O,-3%,4%
-2%,CCN(CC)S(=O)(=O)c1cc(Br)ccc1OC,8%,2%
-7%&-16%,CCCn1c(=O)c2c(ncn2C)n(CCC)c1=O,2%&4%&1%,17%

4 entries from above, with the structure last:
KAT2A inh	N370S GC	FEN1 inh	Structure
-11%	-3%	3%	C/C(=N/NC(=O)C1CCCN1C(=O)c1ccc([N+](=O)[O-])cc1)c1ccc(Br)cc1 (centres undefined)
-5%	18%	-22%	O=C(Cc1ccc(F)cc1)Nc1ccc(S(=O)(=O)N2CCCCC2)cc1
-2%	-13%	-3%	Cc1ccc2c(c1)C(=O)N(CCCCO)C2=O
-6%	?	-21%	COc1ccccc1-c1noc(CCC(=O)Nc2cccc(C(F)(F)F)c2)n1

Following part:
KAT2A inh,mol,N370S GC,FEN1 inh
13%,CCOC(=O)Cc1csc(NC(=O)c2ccc(OC)c(OC)c2)n1,5%,-2%
1%,COc1ccc(CN2CCc3ccccc3C2)c(OC)c1,0%,-1%
3%,CC(=O)c1ccc(NC(=O)CCc2nnc3ccc(N4CCCC4)nn23)cc1,-2%,-11%
-8%,Cc1ccc(CNC(=O)CSc2ccc(-c3ccco3)nn2)cc1,-2%,5%
-2%,CCC(=O)n1nc(-c2ccc(OC)cc2)nc1SC,5%,-9%
-3%,COCCCn1c(-c2ccsc2)nc2c1c(=O)[nH]c(=O)n2Cc1ccccc1,23%,13%
-16%,CNc1ccccc1NC(=O)CCn1c(=S)oc2ccccc21,-7%,18%
-4%,CN(C)S(=O)(=O)c1ccc(N2CCCC2)c(C(=O)NNC(=O)c2ccc(Br)cc2)c1,-2%,-2%
-3%,Cc1c(F)cccc1NC(=O)CCCCCC1NC(=O)NC1C (centres undefined),20%,0%
-2%,COc1cc(/C=N\NC(=O)CNC(=O)c2cccc([N+](=O)[O-])c2)ccc1O,0%,-6%
-6%,CC(Oc1ccc(Cl)cc1)c1ccnn1S(C)(=O)=O (centres undefined),?,-14%
-15%,Cc1cccc(N2CCN(C(=O)NCc3noc4ccccc34)CC2)c1C,nt,89µM*
-8%,CC(C)(C)OC(=O)N[C@@H](C(=O)OC(C)(C)C)c1ccc(Br)cc1,nt,-13%
-29%,O=C(O)c1ccc(N2C(=O)CC(SC(=NCc3ccc4c(c3)OCO4)Nc3ccc(F)cc3)C2=O)cc1 (centres undefined),-7%,5%
-3%,COc1ccc(NS(=O)(=O)c2cccc(C(=O)N/N=C/c3cn(-c4ccccc4)nc3-c3ccc(OC)cc3)c2)cc1,-7%,8%
-7%,Cc1nc(NC(=O)CCc2ccccc2)ccc1Br,13%,-8%
-3%,O=C(NNS(=O)(=O)c1ccccc1)c1ccccc1-n1cccc1,-9%,2%
-10%,O=C(O)CCCCCNC(=O)CCn1nnc2ccccc2c1=O,-12%,6%
-7%,CN(CC(=O)Nc1ncn[nH]1)S(=O)(=O)c1ccc(Br)cc1,-13%,2%
4%,CN(C)/C=N/C(=S)Nc1ccccc1F,1%,-3%
-2%&-5%,CCCCCCN(CCCCCC)C(=O)Cc1c(-c2ccc(Cl)cc2)[nH]c2ccc(Cl)cc12,-8%&9%,nt
-9%,CCOC(=O)[C@H]1[C@H]2COc3ccc(Cl)cc3[C@@H]2N2C(=O)CN(Cc3ccc(Cl)cc3)C(=O)[C@@]12C,nt,?
-6%,Cc1ccc(N2CC(NC(=O)C(=O)c3c(C)[nH]c4ccccc34)CC2=O)cc1C (centres undefined),-2%,2%
2%,CS(=O)(=O)c1ccc(NCCc2ccccn2)c([N+](=O)[O-])c1,-1%,2%
-1%,Cc1ccc(/C=N/NC(=O)c2cc(C)oc2C)o1,3%,7%
-5%,O=C(C[n+]1ccc(Cc2ccccc2)cc1)Nc1ccccc1,-3%,12%
-5%,O=S1(=O)N=C(N/N=C/c2ccccn2)c2ccccc21,2%,-3%
-7%,Cc1ccc(C(C)C)cc1OCC(=O)N1CCN(C(=O)c2ccco2)CC1,-2%,-4%
-3%,CN(CC(=O)Nc1ccccc1Oc1ccccc1)Cc1ccccc1F,15%,-12%
-2%,CC(C)CC(=O)NC(=S)Nc1cccc2nsnc12,2%,-4%
2%,COc1ccccc1/C=C/[C@@H]1C[C@H]2CN(Cc3cccc(Cl)c3)C(=O)[C@]23CCCN13,-24%,-8%
-2%,COc1ccc(CC(NC(C)=O)C(=O)NC2CCN(C(=O)c3ccccc3F)CC2)cc1 (centres undefined),-2%,-9%
-6%,COc1ccc(-c2cc(=O)c3c(O)c(OC)c(OC)c(OC)c3o2)cc1,-4%,-3%
0%,COc1cccc(C(=O)OC(C)CN2CCCC2)c1 (centres undefined),-6%,1%
0%,COc1ccc(O)c(C(=O)c2cc(C#N)c(=O)n(Cc3ccccc3)c2)c1,9%,-7%
0%,COc1ccc(N2CCN(C(=O)COc3ccc4c(C)cc(=O)oc4c3)CC2)cc1,4%,-4%
-6%,Cc1ccc2c(CN3CCN(S(=O)(=O)c4ccccc4C(F)(F)F)CC3)cc(=O)oc2c1,nt,3%
2%,Cc1ccc(NC(=O)CN(C)C2CCCCC2)cc1Br,1%,5%
-4%,O=C(CNS(=O)(=O)c1cccs1)NCc1ccc(F)cc1,-3%,-13%
-2%,CCOc1ccc(NS(=O)(=O)c2ccc3[nH]cc(C(=O)NC(C)CC)c(=O)c3c2)cc1 (centres undefined),-1%,-6%
-4%,COc1ccc(C(=O)NCCSCc2ccccc2Cl)cc1OC,-4%,4%
-9%,O=c1ccc2cc(S(=O)(=O)N3CCN(c4ccccc4F)CC3)ccc2o1,1%,-7%
-17%,C=CCn1c(=N)n(CC(=O)OC)c2ccccc21,-5%,0%
-13%,COc1ccc(-c2nnc(C3CCN(C(=O)c4ccccc4F)CC3)o2)cc1,nt,-11%
-5%,CCOC(=O)CNC(=S)N1CCn2c(nc3ccccc32)C1,-13%,7%
-5%,COc1cc(C(c2c(C)[nH][nH]c2=O)c2c(C)[nH][nH]c2=O)ccc1OCc1ccc([N+](=O)[O-])cc1,-18%,-10%
3%,CC(C)/C=N/NC(=O)c1ccc(Cl)cc1,2%,2%
0%,O=C(CN1C(=O)C2CCCCC2C1=O)Nc1cc([N+](=O)[O-])ccc1F (centres undefined),nt,-2%
1%,CC1=C(C)C(=O)N(C(C)CCc2ccccc2)C1=O (centres undefined),3%,23%
-10%,COc1ccc(/C=N/NC(=O)c2cc(C)oc2C)cc1OC,9%,13%
2%,O=C(NCc1cccnc1)Nc1cccc(Cl)c1,-1%,12%
-20%,CC(=O)CSc1nc(C(F)(F)F)cc(=O)n1-c1ccccc1,7%,7%
-12%,O=C(c1ccccc1)c1ccc2nc(N3CCN(c4ccc(F)cc4)CC3)c3nncn3c2c1,nt,-14%
1%,CCC1(CC)NC(=O)N(CC(=O)N2CCN(c3ccccc3F)CC2)C1=O,nt,12%
-2%,COc1ccc(N2CC(O)=C(c3nc(-c4ccc(Br)cc4)cs3)C2=N)cc1,27%,-17%
-6%,CCOC(=O)Nc1ccc2c(c1)N(C(=O)CN1CCN3CCCC3C1)c1ccccc1CC2 (centres undefined),-3%,0%
1%,COc1ccc(S(=O)(=O)Nc2ccc(NC(C)=O)cc2)cc1Cl,5%,9%
-4%,Cc1ccc(-c2cn(-c3cccc(Cl)c3)c(S(=O)(=O)CC(=O)Nc3cccc(C)c3)n2)cc1,nt,-6%
-1%,O=C(COc1cccnc1[N+](=O)[O-])c1c[nH]c2ccccc12,2%,1%
-2%,Cc1ccc(C(=O)NC(=S)NNC(=O)c2cccc([N+](=O)[O-])c2)cc1,-7%,-1%
2%,COc1ccc(C(=O)NCc2ccc(C(=O)O)o2)cc1,-20%,8%
0%,COc1ccc(C(C(=O)NC(C)(C)C)N(C(=O)CCC(=O)Nc2cc(C)on2)c2c(C)cccc2C)cc1 (centres undefined),-1%,5%

Record cards, as listed above. Order of screens: KAT2A inh, N370S GC, FEN1 inh
Shown for CCOC(=O)c1sc2nc(C)nc(NCCc3ccccn3)c2c1C = 1%, 3%, 4%
Shown for O=c1ccc2cc(S(=O)(=O)N3CCN(c4ccccc4F)CC3)ccc2o1 = -9%, 1%, -7%
Shown for CN(CC(=O)Nc1ccccc1Oc1ccccc1)Cc1ccccc1F = -3%, 15%, -12%
Shown for COc1ccc(C(C(=O)NC(C)(C)C)N(C(=O)CCC(=O)Nc2cc(C)on2)c2c(C)cccc2C)cc1 (centres undefined) = 0%, -1%, 5%
Shown for O=C(NCc1ccccc1Cl)C(=O)NCC(c1ccc2c(c1)OCO2)N1CCOCC1 (centres undefined) = -4%, nt, 0%
